mIAP act: increases mouse intestinal alkaline phosphatase activity; muIAP, CDP-Star luminescence, 30 min; active compounds read high; 1 = vehicle-only enzyme signal, 0 = enzyme-free wells; activation factor at 10 µM; actives 0.24% (n = 330,000); AID 2805;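 active = activation factor of at least 2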; note: the source names both 10 and 20 µM as test concentration; values of inactives mirror those of a sister screen read the other way
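also added = chemiluminescent substrate CDP-Star | test system = mouse IAP enzyme | signal = chemiluminescence readout | compound = DMSO-dissolved test compounds | incubation = 30 min at room temperature | benchmarks = DMSO wells, no-enzyme wells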
PfG6PD inh: PfG6PD (Plasmodium falciparum) enzyme inhibition; PfGluPho enzyme, NADPH resazurin-diaphorase fluorescence; inhibition, % at 20 µM; actives 0.78% (n = 350,000); AID 504690;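 active = inhibition reaching at least a set limit at 20 µM in the primary screen, cut at about 59% in these data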;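 note: 0% = DMSO wells with substrate and 100% = DMSO wells lacking glucose-6-phosphate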
hIAP block: blocks human intestinal alkaline phosphatase; P09923; purified IAP, CDP-Star luminescence, 30 min; actives 0.12% (n = 330,000); AID 2544; inhibition, % at 10 µM;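 active = inhibition reaching a set limit with compound at 10 µM in the primary screen, cut at about 35% in these data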;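 note: plate controls were DMSO wells with enzyme for no effect and no-enzyme buffer wells for full effect; values of inactives mirror those of a sister screen read the other way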
A3A deaminase: blocks human APOBEC3A ssDNA deamination | actives 0.41% (n = 330,000) | recombinant A3A, FAM/TAMRA ssDNA deamination fluorescence | inhibition, % at 20 µM | P31941;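 active = at least 40% inhibition at 20 µM here, with at most 30% in a related deaminase screen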;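 note: plate controls were A3A with DMSO for no effect and wells lacking A3A enzyme for full effect; some results filed as inactive read as strong as hits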
Target sequence (P31941 whole entry, looked up): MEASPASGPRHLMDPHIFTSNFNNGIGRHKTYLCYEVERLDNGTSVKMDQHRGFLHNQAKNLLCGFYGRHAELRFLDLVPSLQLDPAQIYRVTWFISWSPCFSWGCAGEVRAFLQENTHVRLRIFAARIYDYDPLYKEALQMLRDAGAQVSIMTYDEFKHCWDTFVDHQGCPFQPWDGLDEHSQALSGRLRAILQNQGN
ATG4B inhibitor: ATG4B (human) cysteine protease inhibition; Q9Y4P1; ATG4B cleavage of LC3-PLA2, NBD-HPC fluorescence, 1 h; inhibition, % at 8.33 µM; actives 0.51% (n = 340,000); AID 504462; in the data active = inhibition above about 40%
mIAP block: mouse IAP inhibition; inhibition, % at 10 µM; AID 2806; purified mouse IAP, CDP-Star luminescence, 30 min; actives 0.2% (n = 330,000);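 active = inhibition of at least 40% at 10 µM in the primary screen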;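 note: plate controls were DMSO with enzyme for no effect and no enzyme wells for full effect; values of inactives mirror those of a sister screen read the other way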
HKDC1 inhibitor: HKDC1 (human) hexokinase inhibition. Q2TB90. inhibition, % at 20 µM. actives 0.16% (n = 340,000). recombinant HKDC1, G6PDH/diaphorase resazurin coupled fluorescence;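 active = inhibition above about 35% when tested at 20 µM, limit read from the data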;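 note: plate controls were DMSO wells with enzyme for no effect and DMSO wells lacking enzyme for full effect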
Target sequence (Q2TB90 whole entry, looked up): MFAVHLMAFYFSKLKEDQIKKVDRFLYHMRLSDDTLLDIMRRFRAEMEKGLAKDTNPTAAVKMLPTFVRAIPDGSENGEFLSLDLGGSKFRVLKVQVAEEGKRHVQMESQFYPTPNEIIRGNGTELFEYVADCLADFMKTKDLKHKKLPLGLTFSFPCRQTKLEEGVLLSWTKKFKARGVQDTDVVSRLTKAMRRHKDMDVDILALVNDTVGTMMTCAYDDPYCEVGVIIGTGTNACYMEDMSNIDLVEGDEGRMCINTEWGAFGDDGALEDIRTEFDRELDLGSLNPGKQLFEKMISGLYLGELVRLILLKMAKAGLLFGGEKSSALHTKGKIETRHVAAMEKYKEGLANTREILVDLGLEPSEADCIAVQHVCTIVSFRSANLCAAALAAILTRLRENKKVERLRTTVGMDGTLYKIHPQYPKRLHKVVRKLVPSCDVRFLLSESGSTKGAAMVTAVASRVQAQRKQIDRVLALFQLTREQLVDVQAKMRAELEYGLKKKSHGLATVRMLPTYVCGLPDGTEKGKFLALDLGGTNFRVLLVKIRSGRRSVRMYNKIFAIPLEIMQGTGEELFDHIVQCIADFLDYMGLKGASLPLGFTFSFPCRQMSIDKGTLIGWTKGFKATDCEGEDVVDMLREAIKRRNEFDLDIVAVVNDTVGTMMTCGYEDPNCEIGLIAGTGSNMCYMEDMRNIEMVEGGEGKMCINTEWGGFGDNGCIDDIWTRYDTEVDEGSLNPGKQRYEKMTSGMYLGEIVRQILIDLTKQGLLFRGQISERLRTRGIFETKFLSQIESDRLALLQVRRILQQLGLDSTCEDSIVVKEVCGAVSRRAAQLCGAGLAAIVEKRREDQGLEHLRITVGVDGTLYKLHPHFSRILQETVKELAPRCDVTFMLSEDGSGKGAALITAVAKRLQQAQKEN
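Assay system: recombinant HKDC1 hexokinase; detection: coupled resazurin fluorescence, excitation 525 nm, emission 613 nm; benchmarks: DMSO-plus-enzyme-mix negative control, buffer-substituted positive control; compound dosing: single 20 µM dose; schedule: 90 min at room temperature in dark; also added: glucose plus 1 mM ATP as hexokinase substrates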
hIAP act: human IAP activation. P09923. purified human IAP, CDP-Star luminescence, 30 min; active compounds read high; 1 = vehicle-only enzyme, 0 = enzyme-free background. activation factor at 10 µM. actives 0.16% (n = 330,000);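 active = activation factor of the enzyme at least 2-fold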; note: the source names both 10 and 20 µM as test concentration; values of inactives mirror those of a sister screen read the other way
Active calls of the source: *; nt = no result given. No enrichment for hits. About 2.4% of those tested had a hit in this group.

SMILES	mIAP act	PfG6PD inh	hIAP block	A3A deaminase	ATG4B inhibitor	mIAP block	HKDC1 inhibitor	hIAP act
Cc1ccc(CN2CC(C(=O)N3CCN(S(=O)(=O)c4ccc(C(C)C)cc4)CC3)CC2=O)cc1 (stereo not given)	0.98	10	3	-2	-17	2	0	0.97
CCOC(=O)C(=O)Nc1ccc(S(=O)(=O)N2CCOCC2)cc1OC	1	-13	-33	-2	-7	-5	-7	1.3
CCOC(=O)Cn1c(S(=O)(=O)Cc2ccccc2)nc2ccccc21	1.1	-9	-4	4	-5	-5	-2	1
C/C(=N\NC(=O)CNc1ccccc1Cl)C(C)(C)C	0.91	11	17	3	-11	9	1	0.83
Cc1c(NC(=O)COC(=O)c2cc3c4ccccc4n(C)c3s2)c(=O)n(-c2ccccc2)n1C	1	4	6	-1	-19	0	3	0.94
Cc1ccc2cc(CN(CCN3CCCC3)C(=O)Nc3ccc(F)cc3)c(=O)[nH]c2c1C	1	3	6	-1	-4	-3	6	0.94
COc1cc(C(=O)CSc2nncn2C)cc(OC)c1OC	1.1	6	8	0	-7	-11	-7	0.92
CCOC(=O)C(=O)Nc1nc(-c2ccccc2)c(CC)s1	0.84	-15	16	5	-4	16	4	0.84
CC1CC(C)CN(C(=O)COC(=O)CNS(=O)(=O)/C=C/c2ccccc2)C1 (stereo not given)	0.95	-6	16	-4	-8	5	2	0.84
Cc1ccc(CC(=O)N/N=C/c2ccc(OC(=O)c3ccc([N+](=O)[O-])cc3)cc2)cc1	1	5	-2	-3	4	-5	-3	1
COc1ccc(CCNC(=O)C(=O)NCC2OCCN2S(=O)(=O)c2cccs2)cc1OC (stereo not given)	1.1	2	-9	-3	-4	-11	-1	1.1
COc1cc(OC)cc(C(=O)NC2CCN(C(=O)N3c4ccccc4Sc4ccccc43)CC2)c1	1.3	4	8	-4	-3	-34	-9	0.92
O=C(O)CCCCCCCCc1cn(CCc2c[nH]c3ccccc23)nn1	1	-24	-16	-2	-9	-2	1	1.2
Cc1nn(-c2cccc(Cl)c2)c2c1C(c1ccncc1)C(C#N)=C(N)O2 (stereo not given)	0.87	-12	-16	0	2	13	-4	1.2
O=C(c1ccco1)N1CCCC(c2nc3c(nnn3Cc3cccc(Cl)c3)c(=O)[nH]2)C1 (stereo not given)	0.96	-14	11	1	13	4	6	0.89
O=C(NCc1cc(C(F)(F)F)cc(C(F)(F)F)c1)C12CN(Cc3ccccc3)CC1C(c1cccc([N+](=O)[O-])c1)=NO2 (stereo not given)	0.95	-1	9	-2	-3	5	-18	0.91
COc1ccc(Cc2nnc(Nc3c(C)cccc3C)o2)cc1OC	0.92	-7	2	-3	-4	8	-3	0.98
Cc1cc(C)nc(NC(=O)CCC2CCCC2)c1	0.92	15	10	2	-11	8	-1	0.9
COc1ccc(CCNC(=O)Cc2cc(OCc3ccccc3)c(OC)cc2[N+](=O)[O-])cc1OC	0.92	-6	10	1	4	8	-3	0.9
CC(=O)C1=C(O)C(=O)N(Cc2ccccc2)C1c1cccc([N+](=O)[O-])c1 (stereo not given)	1.1	-8	5	-1	-5	-8	-5	0.95
CC(C)(C)c1ccc(C(=O)CSc2n[nH]c(=O)[nH]c2=O)cc1	0.96	-13	2	-1	-2	4	-2	0.98
C/C(=C\c1ccccc1)CN1CCN(C)CC1	1	-11	-54	-1	-2	-4	-5	1.5
O=C(NCCc1ccc2c(c1)OCCO2)c1cccc(S(=O)(=O)N2CCCC2)c1	1.1	16	-6	7	-3	-6	-1	1.1
COc1cc(S(=O)(=O)N2CCOCC2)ccc1NC(=O)CSc1n[nH]c(=O)[nH]c1=O	0.96	-36	0	-7	-4	4	-8	1
C/C(CC(=O)NC(C)(C)C)=N\NC(N)=S	1	-23	-2	-1	-12	-3	-1	1
COc1ccc(Nc2nc(C)cc(C)c2C(N)=O)c(OC)c1	0.95	6	26	-4	5	5	-10	0.74
CCN(CC(=O)NCc1cccs1)C(=O)c1cccc(S(=O)(=O)N2CC(C)OC(C)C2)c1 (stereo not given)	1	2	-24	2	-1	-1	-6	1.2
NC(=O)c1cc(NC(=O)CCNS(=O)(=O)c2cccc(C(F)(F)F)c2)cc(C(N)=O)c1	1.1	-2	-2	3	6	-6	2	1
O=C1C2CCc3ccccc3C2N1c1ccccc1 (stereo not given)	1	4	5	-4	11	-5	-1	0.95
O=C(NC(=S)NCCC1=CCCCC1)c1cccnc1	0.92	6	6	0	-6	8	-4	0.94
CC(=O)NCCc1nc2cc(NC(=O)c3ccccc3)ccc2n1C	0.93	-12	11	-2	-11	7	-3	0.89
Cc1cccc(C)c1NC(=O)N1CCN(c2nc3ccccc3s2)CC1	1.1	-3	-18	-3	-10	-6	0	1.2
Cc1c(Cl)cn2c(=O)cc(CN(C)Cc3nc4ccccc4c(=O)[nH]3)nc2c1Cl	0.91	nt	-3	-1	nt	9	nt	1
CCCCNC(=S)N/N=C1\C(=O)c2cccc3cccc1c23	0.95	0	-53	2	-5	5	-3	1.5
COC(=O)C(NS(=O)(=O)c1ccc(NC(C)=O)cc1)C(C)C (stereo not given)	0.93	5	7	-4	-13	7	-6	0.93
O=C(CCCN1C(=O)/C(=C\c2ccccc2)SC1=S)N1CCOCC1	0.99	10	0	-2	-9	1	-3	0.99
O=C(Nc1cccc(S(=O)(=O)Nc2ccccc2F)c1)c1ccco1	1	7	-21	0	-3	-4	-6	1.2
Clc1ccccc1-c1ccc2ncnc(NCc3cccnc3)c2c1	1.1	3	10	0	-6	-5	-5	0.9
CC(C)CC(=O)NC(NCC1CCCO1)C(Cl)(Cl)Cl (stereo not given)	1	5	-5	14	-1	-5	-4	1
CC1(C)OC(=O)N(c2ccccn2)C1(C)O (stereo not given)	0.99	13	-16	-1	4	1	-11	1.2
CCCC(=O)Oc1ccc(C2NC(=O)c3ccccc3O2)cc1OC (stereo not given)	0.97	7	10	5	-1	3	-1	0.9
CC1(C)CC(=O)c2cnc(N3CCc4ccccc4C3)nc2C1	1.1	4	-9	-3	10	-8	-8	1.1
CCc1sc(-c2ccccc2)nc1C(=O)OC	0.97	-6	17	-3	-1	3	2	0.83
CC(/C=C1\SC(=S)N(C(C(=O)O)C(C)C)C1=O)=C\c1ccccc1 (stereo not given)	0.99	8	0	0	35	1	2	1
COCCNS(=O)(=O)c1cc(OC)ccc1OC	1.1	0	-5	1	1	-8	-7	1.1
O=C(NCc1cccs1)c1cc(-c2ccccc2)nc2ccccc12	0.98	12	7	1	10	2	-5	0.93
O=S(=O)([O-])CCC[n+]1ccc(Oc2ccccc2)cc1	1.1	9	0	95	-2	-7	-4	1
CCc1nc2ccc(C(=O)N(C)CC(=O)Nc3ccc(Cl)c(C(F)(F)F)c3)cc2nc1CC	0.94	-4	9	2	4	6	8	0.91
N#C/C(=C\c1ccc(Cl)c([N+](=O)[O-])c1)c1ccccn1	1.1	-3	-6	-2	11	-12	11	1.1
O=C(CSc1nnc(CNC(=O)c2cccs2)o1)Nc1ccc2c(c1)OCO2	0.99	0	-9	-3	-10	1	2	1.1
COc1ccc(C(CNC(=O)c2oc3ccc(Cl)cc3c2C)N2CCCCC2)cc1 (stereo not given)	0.93	9	17	-6	-2	7	-3	0.83
COCCc1nc2ccc(C(=O)N(C)Cc3cccc(-n4cccn4)c3)cc2o1	0.98	1	-10	-1	-5	2	8	1.1
Cc1ccc(C(=O)NCCCNC(=O)COc2ccc(C)c(C)c2)cn1	1.1	-9	0	3	0	-6	-6	1
COc1cc(OC)cc(C(=O)NNC(=O)NC2CCCCC2)c1	1.1	-19	1	3	9	-7	-2	0.99
COc1ccc(NC(=O)CSc2nc(=O)n(CCN3CCOCC3)c3c2CCC3)cc1	0.96	9	6	1	-11	4	-2	0.94
O=C(COC(=O)CCOc1ccccc1)NCc1ccco1	1	7	6	31	-6	-1	-1	0.94
Cn1c(C(=O)NCCCN2CCN(c3ccccc3F)CC2)cc2c(=O)n(C)c3ccccc3c21	0.9	25	27	-1	-3	10	5	0.73
O=C(NCc1ccccc1)N1CCN(c2ccccc2F)CC1	1.1	6	14	0	6	-8	-10	0.86
Cc1cccc(N2C(=O)CC(N3CCOCC3)C2=O)c1 (stereo not given)	1.1	8	7	2	-6	-12	-7	0.93
COc1cccc(CNC(=O)C2CCN(S(=O)(=O)c3ccc4c(c3)CC(C)N4C(=O)C3CC3)CC2)c1 (stereo not given)	1.3	-16	-32	3	56*	-26	-1	1.3
Continued:
SMILES	mIAP act	PfG6PD inh	hIAP block	A3A deaminase	ATG4B inhibitor	mIAP block	HKDC1 inhibitor	hIAP act
CC1CCCCC1NC(=O)COC(=O)CNC(=O)c1cccc(F)c1 (stereo not given)	0.99	-7	-10	2	-1	1	-4	1.1
O=C(O)CC1(CC(=O)Nc2ccccc2Br)CCCC1	0.92	9	-4	2	3	8	-5	1
Cc1ccc(NC(=O)C2=C(O)c3ccccc3N(C)S2(=O)=O)cc1	0.93	-24	-19	-1	-11	7	0	1.2
Cc1ccccc1NC1=C/C(=N\S(=O)(=O)c2ccc(C(=O)O)cc2)c2ccccc2C1=O	0.86	78*	25	1	59*	14	70*	0.75
COc1ccc(-n2nc3c(N4CCC(C(=O)NCc5ccccc5C)CC4)nnc(C)c3c2C)cc1	1.1	19	-7	-4	54*	-12	14	1.1
O=C1c2ccccc2NC2(CCCC2)N1N=C1CCCC1	0.91	-5	-4	-2	0	9	4	1
Cc1ccc(NC(=O)CSc2ccccc2NC(=O)c2ccccc2)cc1Cl	1	3	2	-2	-5	-4	-4	0.98
CCOC(=O)C(C)(C)Sc1nc2c(cnn2-c2ccc(C)cc2)c(=O)[nH]1	0.91	-12	12	-4	-19	9	6	0.88
NC1=NC[C@@H](Cc2ccc(O)cc2)N1CCc1cccc(F)c1	1	-13	17	-4	2	0	1	0.83
COc1cc(OC)cc(C(=O)NNC(=O)c2cc3c(s2)CCCC3)c1	1.2	-27	-60	-2	-2	-18	14	1.6
O=C(CSc1ncnc2c1oc1ccccc12)N1CCCc2ccccc21	1	-11	0	2	21	0	-3	1
CCc1ccc(CN2C(=O)CCC2(C)C(=O)NC2CCCC2)cc1 (stereo not given)	1.1	8	-4	-1	-8	-12	-5	1
CC(C)CNS(=O)(=O)c1ccccc1C(=O)N1CCCCC1	1.1	0	8	0	7	-5	-8	0.92
CC(C)CCC(C)NC(=O)c1ccc2nccnc2c1 (stereo not given)	0.95	1	8	7	-4	4	-6	0.92
CC(C)N(Cc1nc(-c2ccc(Cl)cc2)no1)C(=O)CN(C)S(=O)(=O)c1ccc(Cl)cc1	0.94	15	-2	-1	3	6	22	1

Entries listed so far marked active in PfG6PD inh:
SMILES	mIAP act	PfG6PD inh	hIAP block	A3A deaminase	ATG4B inhibitor	mIAP block	HKDC1 inhibitor	hIAP act
Cc1ccccc1NC1=C/C(=N\S(=O)(=O)c2ccc(C(=O)O)cc2)c2ccccc2C1=O	0.86	78*	25	1	59*	14	70*	0.75

5 of the entries above in order of the mIAP block value, falling:
structure,mIAP act,PfG6PD inh,hIAP block,A3A deaminase,ATG4B inhibitor,mIAP block,HKDC1 inhibitor,hIAP act
O=C(O)CC1(CC(=O)Nc2ccccc2Br)CCCC1,0.92,9,-4,2,3,8,-5,1
Cc1ccc(NC(=O)C2=C(O)c3ccccc3N(C)S2(=O)=O)cc1,0.93,-24,-19,-1,-11,7,0,1.2
NC1=NC[C@@H](Cc2ccc(O)cc2)N1CCc1cccc(F)c1,1,-13,17,-4,2,0,1,0.83
COc1ccc(-n2nc3c(N4CCC(C(=O)NCc5ccccc5C)CC4)nnc(C)c3c2C)cc1,1.1,19,-7,-4,54*,-12,14,1.1
COc1cc(OC)cc(C(=O)NNC(=O)c2cc3c(s2)CCCC3)c1,1.2,-27,-60,-2,-2,-18,14,1.6

Bioassay records as filed in PubChem BioAssay.
